# KCNK3 block – human KCNK3 channel inhibition, primary screen. B-score at 10 µM. hit rate 0.84% among 340,000. AID 602410. CHO-KCNK3 thallium flux, FluxOR fluorescence; hits give low values. O14649;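 active = B-score under library mean minus 4 SD, starting fluorescence ratio at most library mean plus 5 SD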;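 note: more negative B-score means stronger inhibition of thallium flux through KCNK3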
# RGS4 pot – RGS4 potentiation or activation | HEK293 M3R/inducible RGS4, carbachol calcium flux Fluo4; hits give low values | B-score at 10 µM | hit rate 0.92% among 310,000 | AID 463111;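 active = B-score of the integrated calcium signal more than 4 SD below the library mean, with starting fluorescence not abnormally high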;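 note: negative B-score means reduced calcium response which marks RGS4 activation or potentiation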
#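 Detection: kinetic calcium fluorescence imaging with Fluo4-AM dye, 2 µM / Material: HEK293 cells with stable M3R and inducible RGS4 / Schedule: recording 10 s baseline at 1 Hz, 100 s post-agonist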
# Dyrk1A ADPGlo – inhibitors of rat Dyrk1A kinase. Q63470. ADP-Glo luminescence, NFATc1 peptide. inhibition, % at 12.5 µM. hit rate 0.43% among 310,000; in the data active = inhibition above about 50%;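 note: plate controls were vehicle with enzyme for no effect and no enzyme for full effect; many of its hits are not listed in these tables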
# RGS4 inh – human RGS4 inhibition; HEK293 M3R/RGS4 inducible, Fluo-4 calcium flux; hits give high values; triggered by carbachol at its EC20; B-score at 10 µM; hit rate 0.45% among 310,000; AID 463165;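 active = B-score, a plate-corrected calcium signal, over three deviations above library mean, with baseline fluorescence within five deviations of library mean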;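 note: RGS4 expression induced by doxycycline in cells with stable M3 receptor; B-score is computed from the integrated fluorescence ratio over baseline after carbachol; higher B-score means a larger calcium signal and so more RGS4 inhibition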
# GSK3beta inhib – human GSK3beta kinase inhibition; GST-GSK3beta kinase, ADP-Glo luminescence, 60 min; hits give low values; activity score (negative = inhibition), % at 10 µM; hit rate 0.038% among 300,000; AID 2097;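 active = more than half of replicate wells score below -50%, meaning over 50% inhibition versus plate controls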;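 note: 0% = median DMSO wells and -100% = median GW8510 positive control wells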
#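 Test system: GST-fused GSK3beta enzyme, cell-free | Quantity: 1.6 ng GST-GSK3beta enzyme per well | Reagent: 25 µM ATP with peptide substrate | Schedule: 60 min enzyme reaction, room temperature | Signal: Luminescent ADP-Glo measurement of ADP formed | Read-out basis: Score relative to plate controls | Control set: DMSO and 20 µM GW8510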
# GSK3 alpha inh – human GSK-3 alpha kinase inhibition. AID 2650. hit rate 0.1% among 320,000. ADP-Glo luminescence, 60 min. inhibition, % at 10 µM. P49840;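 in the data active = inhibition above about 50%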;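 note: GST-tagged GSK-3 alpha with peptide substrate and 25 µM ATP; 0% = DMSO neutral wells and 100% = GW8510 positive control wells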
# hERG protect – hERG (human) protection from proarrhythmic block. hit rate 0.51% among 310,000. activation (rescue from dofetilide block), less the hit threshold, % at 10 µM. AID 1511. CHO-hERG, FluxOR thallium flux, dofetilide IC70 present;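 active = activation above the mean of controls blocked by dofetilide plus 5 SD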;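 note: thallium influx through hERG after potassium depolarization seen as dye fluorescence rise; in these data hits start at about 4.7%; inactives centre near -7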
# Target sequence (Q12809 whole entry, looked up): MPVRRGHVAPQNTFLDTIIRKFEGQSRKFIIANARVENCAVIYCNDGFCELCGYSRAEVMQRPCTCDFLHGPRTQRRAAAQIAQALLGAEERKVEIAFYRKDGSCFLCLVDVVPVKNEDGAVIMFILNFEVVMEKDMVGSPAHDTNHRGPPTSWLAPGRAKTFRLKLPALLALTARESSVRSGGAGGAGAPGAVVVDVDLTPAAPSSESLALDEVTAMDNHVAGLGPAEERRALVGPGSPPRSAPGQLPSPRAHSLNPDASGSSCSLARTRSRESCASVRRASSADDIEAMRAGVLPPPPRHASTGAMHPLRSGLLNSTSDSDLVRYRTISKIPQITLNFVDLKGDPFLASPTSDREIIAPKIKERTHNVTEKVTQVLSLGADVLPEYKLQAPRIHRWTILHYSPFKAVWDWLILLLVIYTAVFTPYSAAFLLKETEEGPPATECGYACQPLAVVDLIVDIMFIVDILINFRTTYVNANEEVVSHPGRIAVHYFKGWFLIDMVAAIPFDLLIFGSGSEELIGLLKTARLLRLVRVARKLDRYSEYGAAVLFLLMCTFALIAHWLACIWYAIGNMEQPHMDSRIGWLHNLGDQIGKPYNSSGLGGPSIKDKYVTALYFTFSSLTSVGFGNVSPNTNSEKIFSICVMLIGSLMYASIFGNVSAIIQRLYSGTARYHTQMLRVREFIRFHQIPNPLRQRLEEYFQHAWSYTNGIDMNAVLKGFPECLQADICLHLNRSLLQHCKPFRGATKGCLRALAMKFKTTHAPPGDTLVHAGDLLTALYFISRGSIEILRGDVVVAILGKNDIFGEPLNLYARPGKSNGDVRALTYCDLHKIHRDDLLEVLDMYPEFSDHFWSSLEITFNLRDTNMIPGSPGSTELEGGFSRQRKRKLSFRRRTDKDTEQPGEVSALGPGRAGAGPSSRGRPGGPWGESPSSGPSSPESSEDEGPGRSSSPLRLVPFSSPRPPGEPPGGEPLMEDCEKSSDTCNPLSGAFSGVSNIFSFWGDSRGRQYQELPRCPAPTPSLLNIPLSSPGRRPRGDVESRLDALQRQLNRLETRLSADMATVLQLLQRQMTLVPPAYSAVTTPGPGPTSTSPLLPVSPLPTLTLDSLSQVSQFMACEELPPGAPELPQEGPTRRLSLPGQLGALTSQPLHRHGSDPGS
# KCNQ1 inh – human KCNQ1 channel inhibition | P51787 | CHO-K1 KCNQ1, FluxOR thallium flux fluorescence; hits give high values | B-score at 10 µM | hit rate 1.3% among 310,000;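 active = compounds whose thallium flux B-score, printed positive for inhibition, exceeds three library SD while starting fluorescence stays within three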;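 note: channel opened by potassium depolarization with thallium stimulus after 20 min compound exposure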
# KCNQ1 pot – human KCNQ1 channel potentiation or activation; AID 2648; P51787; CHO-K1 KCNQ1, thallium flux FluxOR fluorescence; hits give high values; B-score at 10 µM; hit rate 0.35% among 310,000;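 active = fluorescence ratio B-score, a plate-corrected score, at least three library SD, with initial intensity B-score within 5 SD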
#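 Assay system: CHO-K1 cells stably expressing KCNQ1. Medium: assay buffer for compound exposure, DMSO matched across wells. Timing: 37 °C overnight plating, 90-min dark dye load, 20-min compound pretreatment. Signal: kinetic FluxOR fluorescence, 10 s baseline plus 110 s post-stimulus.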
# KCNK9 block – blocks the human KCNK9 two-pore domain potassium channel. Q9NPC2. HEK293 KCNK9, FluxOR thallium flux fluorescence; hits give low values. B-score at 10 µM. hit rate 1.2% among 310,000. AID 488922;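 active = ratio B-score over 3 SD below the library mean, with starting fluorescence within 5 SD of its mean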;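 note: negative B-score means less thallium flux so channel inhibition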
# PolyA inh – inhibitors of polyadenylation in S. cerevisiae; hit rate 0.02% among 300,000; S. cerevisiae SKY197-pL101 polyadenylation reporter, beta-gal luminescence; efflux-impaired pdr1/pdr3 knockout yeast; score 100 = 6 SD above DMSO; calls only at 12 µM;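 active = lowest replicate activity score at least 50, where 100 means six control SD above control mean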;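 note: yeast exposed to compound for 9 h at 30 °C; higher score means more reporter readthrough which indicates perturbed polyadenylation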
# Active calls of the source: *; i = inactive; . = no result given.
SMILES,hERG protect,RGS4 pot,GSK3beta inhib,KCNK3 block,KCNQ1 inh,PolyA inh,Dyrk1A ADPGlo,GSK3 alpha inh,KCNK9 block,KCNQ1 pot,RGS4 inh
CC12CCC3C(CCC4C/C(=N/O)CCC43C)C1CCC2O (stereo not given),-5,i,4,i,i,i,4,-2,i,i,i
COc1ccc(C2NCCc3[nH]cnc32)cc1 (stereo not given),-4,i,1,i,i,i,-1,-1,i,i,i
CC(=O)c1cccc(NC(=O)N2C[C@H]3C[C@@H](C2)c2cccc(=O)n2C3)c1,-6,i,4,i,i,i,-1,0,i,i,i
O=[N+]([O-])c1cc(Cl)c(O)c(-[n+]2c(-c3ccccc3)cc(-c3ccccc3)cc2-c2ccccc2)c1,-6,i,2,i,i,i,-2,-1,i,i,i
CN1CCC(=O)N(CCN=[N+]=[N-])CC1,-5,i,0,i,i,i,9,-2,i,i,i
CN(Cc1c[nH]c2ccccc12)C1CCCCC1,-10,i,-2,i,i,i,7,.,i,i,i
COc1ccc2c(c1)c(C(=O)C(C)N1CCCCC1)c(C)n2C (stereo not given),1,i,-3,i,i,i,-3,-4,i,i,i
O=C(COc1ccccc1F)N1CCN(CCN2C(=O)c3cccc4cccc(c34)C2=O)CC1,-16,i,1,i,i,i,-11,0,i,i,i
C#CCOc1ccc2c(c1)c(C(C)=O)c(C)n2Cc1ccccc1,-5,i,4,i,i,i,20,5,i,i,i
CCC(=Nc1ccc2c(c1)CCC2)c1c(O)n(C2CCCCC2)c(=O)[nH]c1=O,-14,i,3,i,i,i,7,4,i,i,i
Cc1c(C=O)c2ccccc2n1Cc1ccccc1,-12,i,-2,i,i,i,28,1,i,i,i
COc1cc(N2CCOCC2)ccc1/C=C1\C(=O)NC(=O)N(C2CCCCC2)C1=O,-15,i,5,i,i,i,-5,4,i,i,i

# Another view of some results above:
# Every second line gives: hERG protect, RGS4 pot, GSK3beta inhib, KCNK3 block, KCNQ1 inh, PolyA inh, Dyrk1A ADPGlo, GSK3 alpha inh, KCNK9 block, KCNQ1 pot, RGS4 inh
CN(Cc1c[nH]c2ccccc12)C1CCCCC1
 : -10, i, -2, i, i, i, 7, ., i, i, i
CC(=O)c1cccc(NC(=O)N2C[C@H]3C[C@@H](C2)c2cccc(=O)n2C3)c1
 : -6, i, 4, i, i, i, -1, 0, i, i, i
C#CCOc1ccc2c(c1)c(C(C)=O)c(C)n2Cc1ccccc1
 : -5, i, 4, i, i, i, 20, 5, i, i, i
CC12CCC3C(CCC4C/C(=N/O)CCC43C)C1CCC2O (stereo not given)
 : -5, i, 4, i, i, i, 4, -2, i, i, i

# (next part)
SMILES,hERG protect,RGS4 pot,GSK3beta inhib,KCNK3 block,KCNQ1 inh,PolyA inh,Dyrk1A ADPGlo,GSK3 alpha inh,KCNK9 block,KCNQ1 pot,RGS4 inh
Cc1cc(C=C2C(=O)N(C)C(=S)N(C)C2=O)c(C)n1-c1cccnc1,-4,i,3,i,i,i,-5,-2,i,i,i
CC12CC[C@H]3[C@@H](CCC4(O)C[C@H](O)CCC34/C=N/NC(=O)c3ccccc3O)C1(O)CCC2C1=CC(=O)OC1 (stereo not given in full),-9,i,-2,i,i,i,-4,-1,i,i,i
CCOc1ccccc1C1SCC(=O)Nc2c1c(=O)[nH]n2C(CC)CC (stereo not given),-9,i,5,i,i,i,3,1,i,i,i
Cn1c(O)c(/C=N/NC(=O)c2ccncc2)c(=O)[nH]c1=S,-11,i,-1,i,i,i,.,4,i,i,i
O=C(c1cc(S(=O)(=O)N2CCOCC2)ccc1F)N1CCC2(CC1)OCCO2,-4,i,0,i,i,.,2,.,i,i,i
Cc1oc(-c2ccccc2F)nc1CS(=O)CC(=O)N1CCC2(CC1)OCCO2 (stereo not given),-9,i,0,i,i,i,-2,-1,i,i,i
COc1ccc2c(c1)CC1(CN2C)C(=O)NC(=O)N(CCc2ccccc2)C1=O (stereo not given),-17,i,3,i,i,i,-1,-3,i,i,i
C=CCN(CC=C)C(=O)Nc1ccc(OCC)cc1,-4,i,1,i,i,i,-4,2,i,i,i
COc1ccc(N2C(=O)NC(=O)/C(=C/c3ccc([N+](=O)[O-])s3)C2=O)cc1,-3,i,5,i,i,i,.,-2,i,i,6.1*
O=C(COC(=O)Cc1ccccc1)Nc1ccc(F)cc1,-10,i,-3,i,i,i,0,-2,i,i,i
NS(=O)(=O)c1ccc(N=Nc2c(O)[nH]c(=S)[nH]c2=O)cc1,-14,i,4,i,i,i,-5,-1,i,i,i
Cc1cc(NC(=O)COC(=O)c2c(C)nn(Cc3ccccc3)c2C)no1,-10,i,0,i,i,i,-8,-5,i,i,i
Cc1ccc2c(c1)N(CCC(=O)N1CCC3(CC1)OCCO3)C(=O)CO2,-13,i,1,i,i,i,0,-2,i,i,i
CC(C)(C)NC(=S)N1CCn2cccc2C1c1cccnc1 (stereo not given),-5,i,-1,i,i,i,.,-1,i,i,i
CC(/C=C(\C)Nc1ccccc1)=Nc1ccccc1,-9,i,-1,i,i,i,23,-1,i,i,i
COC(=O)C1=C(c2cccc(OC)c2OC)C[C@@H]2CC[C@H]1N2C(=O)NCCS(C)=O (stereo not given in full),-7,i,2,i,i,i,1,8,i,i,i
CCC(=O)c1cn(Cc2ccccc2C#N)c2ccccc12,-23,i,1,i,i,i,2,-2,i,i,i
CCOc1ccc(Cl)cc1CNCCc1ccccc1F,-5,i,0,i,i,i,15,7,i,i,i
O=C(Nc1nc(-c2ccccc2)c(-c2ccccc2)s1)c1ccc(S(=O)(=O)N(CCCl)CCCl)cc1,-6,i,1,i,i,i,-4,-4,i,i,i
CC(=NCCCn1ccnc1)c1c(O)n(-c2ccccc2)c(=O)[nH]c1=O,-6,i,-11,i,i,i,.,23,i,i,i
O=C1CN(O)C(c2ccccc2)=c2cc(Br)ccc2=N1,-8,i,-6,i,i,i,-6,-2,i,i,i
CCN1CCN(C(=O)Cc2ccc(C)cc2)CC1,-12,i,0,i,i,i,-2,-2,i,i,i
CCOP(=O)(OCC)C(NC(=O)CC(C)C)C(Cl)(Cl)Cl (stereo not given),-22,i,2,i,i,i,8,-2,i,i,i
O=C1CN(O)C(c2ccccc2Cl)=c2cc(Br)ccc2=N1,-1,i,1,i,i,i,-4,0,i,i,i
O=C(NCc1ccc(C(=O)N2CCC3(CC2)OCCO3)cc1)c1cccc(Br)c1,-12,i,0,i,i,i,5,0,i,i,i
CCN(CC)CCN1Cc2ccccc2C1=N,-5,i,-1,i,i,i,.,-1,i,i,i
O=C1NC(=O)N(c2cccc(Br)c2)C(=O)/C1=C/c1ccsc1,-11,i,1,i,i,i,3,-2,i,i,i
C=Cc1ccc(Cn2c(C(=O)O)c(C=O)c3ccccc32)cc1,-2,i,5,i,i,i,.,-5,i,i,i
N#Cc1cc2c(nc1SCC(=O)Nc1cc(Cl)cc(Cl)c1)C1CCN2CC1,-7,i,.,i,i,i,-2,-1,i,i,i
CN1CCN(c2c(N)c(=O)oc3ccccc23)CC1,-2,i,-5,i,i,i,-4,12,i,i,i
CCC(C)N1Cc2ccccc2C1=N (stereo not given),2,i,1,i,i,i,-5,-4,i,i,i
CCn1cc(CN2CCCC(C(=O)c3sccc3C)C2)cn1 (stereo not given),-13,i,-3,i,i,i,-1,-1,i,i,i
CC(=NCCN1CCOCC1)c1c(O)n(Cc2ccccc2)c(=O)[nH]c1=O,-6,i,2,i,i,i,3,-3,i,i,i
CCCCNC(=O)NC(C(N)=O)P(=O)(OCC)OCC (stereo not given),-5,i,-3,i,i,i,-5,-2,i,i,i
C/C(=N\Nc1ccccc1)c1c(O)n(C)c(=O)n(C)c1=O,-7,i,0,i,i,i,-1,-3,i,i,i
CSC(=Nc1ccccc1)c1c(O)n(C)c(=O)n(C)c1=O,2,i,-1,i,i,i,-2,-2,i,i,i
Nc1c(C(=O)NCc2ccco2)c2nc3ccccc3nc2n1CCN1CCOCC1,-23,i,-2,i,i,i,19,26,i,i,5.3*
Cc1cc(C=C2C(=O)NC(=O)NC2=O)c(C)n1-c1ccc2c(c1)OCO2,-6,i,-1,i,i,i,1,0,i,i,i
CCOC(=O)N(c1ccccc1)P1(=S)OCC(C)O1 (stereo not given),-7,i,-4,i,i,i,-13,-4,i,i,i
c1ccc(CN2CCNCC2)nc1,-3,i,-1,i,i,i,6,-2,i,i,i
COC(=O)C(O)(c1ccc(N=Cc2ccccc2O)c(C)c1)C(F)(F)F (stereo not given),-6,i,0,i,i,i,-2,-7,i,i,i
Cn1c(O)c(C=NCCOc2ccc(Cl)cc2)c(=O)n(C)c1=O,-5,i,0,i,i,i,8,-9,i,i,i
CCCCCCN1CCN(c2ccccc2Cl)CC1,-15,i,-3,i,i,i,2,-5,i,i,i
CC(=NCC1CCCO1)c1c(O)n(C2CCCCC2)c(=O)[nH]c1=O (stereo not given),-7,i,-2,i,i,i,-2,22,i,i,i
O=C1NC(=O)C(=CN2CCc3ccccc32)C(=O)N1,-7,i,3,i,i,i,1,1,i,i,i
Cc1cc(OCC(=O)N[C@@H](Cc2ccccc2)C(=O)O)c2c3c(c(=O)oc2c1)CCC3,-6,i,1,i,i,i,12,4,i,i,i
CCOc1cc(/C=C2/C(=O)NC(=O)N(c3ccc(CC)cc3)C2=O)ccc1OC(=O)c1cccs1,-12,i,2,i,i,i,-2,-1,i,i,i
CCCCn1c(=O)c(C(=O)NCc2ccccc2)c(O)c2ccccc21,-2,i,2,i,8*,i,6,0,i,i,i
COC1CC(OC2CCC3(C)C(CCC4C3CCC3(C)C(C5=CC(=O)OC5)C(OC(C)=O)CC43O)C2)OC(C)C1OC1OC(COC2OC(CO)C(O)C(O)C2O)C(O)C(O)C1O (stereo not given),-2,i,-4,.,i,i,.,-1,i,i,i

# Source: PubChem BioAssay (several laboratories)

# These rows are one share of the data, so the mix of outcomes need not match the whole.
